PolyA inhibitor – blocks polyadenylation in yeast reporter cells | S. cerevisiae SKY197-pL101 polyadenylation reporter, beta-gal luminescence; efflux-impaired pdr1/pdr3 knockout yeast; score 100 = 6 SD above DMSO | calls only at 12 µM | hit rate 0.02% among 300,000 | AID 1875;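 active = lowest replicate activity score at least 50, where 100 means six control SD above control mean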;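 also: yeast exposed to compound for 9 h at 30 °C; higher score means more reporter readthrough which indicates perturbed polyadenylation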
HSP90 refold inh – HSP90 refolding inhibition in rabbit reticulocyte lysate. luciferase refolding luminescence, 3 h. inhibition, % at 5.6 µM. hit rate 0.91% among 290,000. AID 1789;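 active = inhibition above the screen-wide mean plus 3 SD, computed separately per campaign, cut at about 16% in these data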;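 also: 0% = DMSO wells and 100% = 60 µM geldanamycin wells; inhibitors lower the luminescence because luciferase stays unfolded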
IEC-6 cytotox – IEC-6 cytotoxicity, counter-screen for KLF5 inhibitors | luminescence viability | inhibition, % at 5 µM | hit rate 0.78% among 290,000 | AID 1825; in the data active = inhibition above about 22%;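 also: 0% = plate median of test compound wells and 100% = cytotoxic reference compound wells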
GSK3beta inhib – human GSK3beta kinase inhibition. GST-GSK3beta kinase, ADP-Glo luminescence, 60 min; active compounds read low. activity score (negative = inhibition), % at 10 µM. hit rate 0.038% among 300,000. AID 2097;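 active = more than half of replicate wells score below -50%, meaning over 50% inhibition versus plate controls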;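 also: 0% = median DMSO wells and -100% = median GW8510 positive control wells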
Target sequence (P49841 whole entry, looked up): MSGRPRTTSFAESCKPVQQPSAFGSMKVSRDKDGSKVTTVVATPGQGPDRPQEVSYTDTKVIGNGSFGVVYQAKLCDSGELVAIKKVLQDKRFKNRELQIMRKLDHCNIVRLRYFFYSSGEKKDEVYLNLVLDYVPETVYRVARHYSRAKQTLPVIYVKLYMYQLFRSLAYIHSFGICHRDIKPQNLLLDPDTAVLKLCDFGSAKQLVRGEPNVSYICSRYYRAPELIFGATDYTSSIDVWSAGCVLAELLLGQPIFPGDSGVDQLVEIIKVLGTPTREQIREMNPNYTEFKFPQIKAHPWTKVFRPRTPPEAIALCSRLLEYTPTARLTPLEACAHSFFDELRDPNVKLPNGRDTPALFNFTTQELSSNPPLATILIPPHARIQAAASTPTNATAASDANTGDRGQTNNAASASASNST
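test system = GST-tagged human GSK3beta kinase, cell-free | reagent = 25 µM ATP with peptide substrate | dosing = one dose of 10 µM per compound | schedule = 60 min reaction, RT | detection = luminescent ADP-Glo measurement of ADP formed | control set = DMSO neutral wells and GW8510 at 20 µM as positive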
AI-2 QS mod – Vibrio harveyi AI-2 quorum sensing modulation; Vibrio harveyi JMH597 AI-2 luminescence/OD600 ratio, 9 h; active compounds read low; strain lacks LuxN and CqsS sensors; 0 = neutral-control median; activity change, % at 7.5 µM; hit rate 0.4% among 300,000; AID 2094; in the data active = activity change below about -75%, passing the limit was not always enough;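 also: luminescence divided by OD600 gain over 9 h not by final OD600 alone; inactives centre near 13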
HSF1 inh – HSF1 inhibition. AID 2098. hit rate 0.77% among 300,000. activity change, negative = inhibition, % at 7.5 µM (by protocol). NIH3T3-HGL HSE-luciferase, MG132-induced, luminescence 8 h; active compounds read low;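 active = more than half of replicate wells show activity change below -50%, luminescence cut by over half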;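 also: luciferase reports HSF-1 transcriptional activity via heat shock element; 0% = median of DMSO wells and -100% = zero luminescence signal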
KLF5 inhibitor – suppresses KLF5 promoter-driven expression; DLD-1 KLF5 promoter-luciferase reporter, luminescence; inhibition, % at 5 µM; hit rate 0.23% among 290,000;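 active = inhibition above a per-plate limit of that plate's mean compound inhibition plus 3 SD, cut at about 60% in these data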;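 also: 0% = DMSO wells and 100% = LY294002 at 200 µM; higher means less KLF5 promoter-driven luciferase light; inactives centre near -14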
aSyn 5UTR inh – MLPCN primary screen, SNCA 5' untranslated region | alpha-synuclein 5'UTR reporter, inhibitor activity | inhibition, % (tested at 7.5 µM) | hit rate 0.82% among 300,000; in the data active = inhibition above about 60%;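 also: H4 neuroglioblastoma cells stably carrying SNCA 5'UTR luciferase fusion; 0% = DMSO wells and 100% = positive control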
HSF1 activator – increases HSF-1 driven luciferase reporter signal | hit rate 1.7% among 300,000 | activation, % at 9 µM | AID 504408 | NIH3T3-HGL HSF-1 luciferase reporter, MG132, 8 h; 100% = twice DMSO control signal;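 active = mean replicate activation of at least 50% with a set share of replicates each reaching 50%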;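 also: 0% = median of the neutral control wells and 100% = twice that signal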
GSK3 alpha inh – blocks human GSK-3 alpha kinase; inhibition, % at 10 µM; hit rate 0.1% among 320,000; P49840; ADP-Glo luminescence, 60 min;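 in the data active = inhibition above about 50%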;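 also: GST-tagged GSK-3 alpha with peptide substrate and 25 µM ATP; 0% = DMSO neutral wells and 100% = GW8510 positive control wells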
Target sequence (P49840 whole entry, looked up): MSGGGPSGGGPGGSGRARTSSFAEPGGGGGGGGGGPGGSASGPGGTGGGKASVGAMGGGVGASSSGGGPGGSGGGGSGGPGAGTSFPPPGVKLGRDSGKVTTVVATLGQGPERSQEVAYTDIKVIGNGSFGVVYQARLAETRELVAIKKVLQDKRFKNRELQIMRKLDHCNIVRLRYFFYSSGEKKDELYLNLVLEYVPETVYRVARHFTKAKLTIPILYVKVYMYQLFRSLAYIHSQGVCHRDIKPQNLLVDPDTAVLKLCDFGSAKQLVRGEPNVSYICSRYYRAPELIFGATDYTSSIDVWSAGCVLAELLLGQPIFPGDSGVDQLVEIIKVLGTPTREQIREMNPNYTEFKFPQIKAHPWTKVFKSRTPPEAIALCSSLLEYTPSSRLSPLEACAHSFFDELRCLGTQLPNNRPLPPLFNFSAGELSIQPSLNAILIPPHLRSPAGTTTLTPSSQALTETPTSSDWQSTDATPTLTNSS
Numbers without * were called inactive; i = inactive; . = not tested or not shown. An excerpt. The share of hits here may be higher or lower than overall.

#1 Oc1ccc2ccccc2c1C=NC12CN3CCN(CN(C3)C1)C2
#2 CCCc1oc2c(c(=O)c1CC)C(=O)CC(C)(C)C2
#3 CC(=O)Nc1nc2cc3c(cc2s1)OCCO3
#4 Nc1c(N=Nc2cccc(Cl)c2)c(=O)[nH]n1-c1ccccc1
#5 FC(F)(F)c1cccc(-c2cc(C3CCNCC3)[nH]n2)c1
#6 COc1ccc(CCNC(=O)[C@@H](NC(=O)N2CC(=O)Nc3ccccc32)C(C)C)cc1OC
#7 CCN(CC)C(=O)c1cccc2c1C(=O)c1ccccc1-2
#8 CCOC(=O)CSc1nc2cc(C(=O)N3CCC(C(N)=O)CC3)ccc2c(=O)n1-c1ccccc1
Assay by compound,1,2,3,4,5,6,7,8
PolyA inhibitor,i,i,i,i,i,i,i,i
HSP90 refold inh,6,-3,17*,-3,-2,-3,1,4
IEC-6 cytotox,-6,2,3,-2,-1,-7,3,1
GSK3beta inhib,1,1,-1,0,1,1,-1,-3
AI-2 QS mod,8,5,20,11,-7,27,16,41
HSF1 inh,-5,-11,15,10,3,-10,-5,4
KLF5 inhibitor,-12,3,-36,2,-22,-37,-14,-22
aSyn 5UTR inh,27,2,-57,-66,-7,7,22,17
HSF1 activator,9,-11,27,14,-10,7,-5,-5
GSK3 alpha inh,-4,-4,3,-1,0,3,-3,-2

#9 COc1ccc(Cl)cc1-c1nc(-c2ccc(NC(=O)c3cccs3)cc2)no1
#10 COc1ccc(-n2nc(C(=O)NCC(=O)N3CCN(Cc4ccccc4)CC3)c3ccccc3c2=O)cc1OC
#11 CCOC(=O)COc1ccc(S(=O)(=O)N2CCN(c3ccccc3F)CC2)cc1
#12 COc1ccccc1Nc1ccc2nonc2c1[N+](=O)[O-]
#13 NS(=O)(=O)c1ccc(N=Nc2c(=O)[nH]n3c(=O)c4c([nH]c23)CCCC4)cc1
#14 CCOC(=O)c1ccc(NC(=S)NNC(C)(C)C)cc1
#15 COc1cccc(OC)c1-c1nn2c(-c3ccccc3Cl)nnc2s1
#16 COc1ccc(NC(=O)C2C3C=CC(C3)C2C(=O)NCc2ccco2)c(OC)c1 (stereo unspecified)
Assay by compound,9,10,11,12,13,14,15,16
PolyA inhibitor,i,i,i,i,i,i,i,i
HSP90 refold inh,-6,3,3,3,1,2,4,0
IEC-6 cytotox,2,9,2,-3,-4,1,6,-4
GSK3beta inhib,2,-3,-1,3,7,-1,-1,0
AI-2 QS mod,23,33,17,7,10,11,-15,-11
HSF1 inh,11,0,-13,-45,-8,-38,5,.
KLF5 inhibitor,-40,-18,-11,-6,-4,-28,4,3
aSyn 5UTR inh,-120,16,2,20,22,-58,13,.
HSF1 activator,4,10,5,-54,4,-46,1,.
GSK3 alpha inh,0,4,0,-2,0,-2,-1,-3

#17 Cc1cccc(N(CC(=O)Nc2ccc(-c3nc4ccc(C)cc4s3)cc2)S(C)(=O)=O)c1
#18 CCCc1nc2ccccc2c(=O)n1/N=C/c1ccc(O)c(O)c1
#19 Cc1nonc1NC(=O)N1CCCC1
#20 Cc1noc(C)c1S(=O)(=O)N(CC(=O)NC1CCCC1)c1ccc(C(C)C)cc1
#21 COc1ccc(/C(C)=N\Nc2nc(-c3ccccc3)cc(=O)[nH]2)cc1
#22 COC1CCN(Cc2cn(Cc3ccccc3)nc2-c2cc3ccccc3o2)CC1
#23 CCN(C(=O)c1sc(N)c(C#N)c1C)C1CCCCC1
#24 CC(C)(O)[C@H](O)COc1c2ccoc2cc2oc(=O)ccc12
Assay by compound,17,18,19,20,21,22,23,24
PolyA inhibitor,i,i,i,i,i,i,i,i
HSP90 refold inh,1,-2,3,-5,-2,2,0,-1
IEC-6 cytotox,2,2,5,-5,-2,4,4,-1
GSK3beta inhib,2,-3,0,0,2,0,-5,1
AI-2 QS mod,7,11,-11,19,32,14,0,13
HSF1 inh,2,-5,-1,13,-9,-2,3,-5
KLF5 inhibitor,-59,-21,-25,-6,-13,-16,-19,-24
aSyn 5UTR inh,-159,20,-8,3,-21,18,-15,31
HSF1 activator,-6,4,-22,2,7,-8,-8,-3
GSK3 alpha inh,1,4,3,0,1,-1,.,2

#25 CC(c1ccccc1)n1c(Br)nc2c1c(=O)[nH]c(=O)n2C (stereo unspecified)
#26 COc1ccc(-c2cc(C(F)(F)F)n3ncc(C(=O)N4CCCCC4c4cccnc4)c3n2)cc1 (stereo unspecified)
#27 Cc1cc(C(=O)OCC(=O)N2CC(C)CC(C)C2)c(C)o1 (stereo unspecified)
#28 COc1ccc(S(=O)(=O)N2CCN(C)CC2)cn1
#29 Cc1ccc(NC(=O)Cn2nnc3ccccc3c2=O)cc1C
#30 O=S(=O)(NCC(Nc1ccc(Cl)cc1)c1ccccc1)c1ccccc1 (stereo unspecified)
#31 Cc1cc(C)n2nc3nc4c(cc3c2n1)CCCC4
#32 Cc1ccc2c(CC(=O)NNC(=O)c3ccccc3O)coc2c1
Assay by compound,25,26,27,28,29,30,31,32
PolyA inhibitor,i,i,i,i,i,i,i,i
HSP90 refold inh,2,0,-1,2,-2,8,-1,.
IEC-6 cytotox,1,-6,2,-2,0,12,2,.
GSK3beta inhib,2,0,1,-1,0,-2,1,3
AI-2 QS mod,18,17,22,2,-93*,7,9,36
HSF1 inh,-5,0,-2,-4,0,5,5,2
KLF5 inhibitor,-26,-25,15,-34,-29,9,1,.
aSyn 5UTR inh,6,4,4,3,-16,24,-42,-8
HSF1 activator,11,-1,-6,-7,3,10,19,16
GSK3 alpha inh,-1,0,0,-1,-1,-5,.,6

#33 C=C1CCC[C@]2(C)C[C@H]3OC(=O)C(CN(Cc4ccc(OC)c(OC)c4)CC(C)O)[C@H]3CC12 (stereo partly specified)
#34 O=C(Cc1cccs1)Nc1nnc(SCc2ccc(F)cc2)s1
#35 O=C(Nc1ccc(Cl)c(C(F)(F)F)c1)c1ccco1
#36 CCN1CCN(C(=O)CCN2C(=O)COc3ccc(C)cc32)CC1
#37 Cc1cc(=O)oc2cc(OCC(=O)Nc3ccc(CN4CCOCC4)cc3)ccc12
#38 CC(C)c1ccc(NC(=S)N2CCN(S(=O)(=O)c3ccccc3)CC2)cc1
#39 Cc1ccc(NC(=O)CSCc2nc3c(nnn3Cc3ccc(F)cc3)c(=O)[nH]2)c(C)c1
#40 Cc1ccc(NC(=O)c2cncc(Br)c2)nc1
Assay by compound,33,34,35,36,37,38,39,40
PolyA inhibitor,i,i,.,i,i,i,.,i
HSP90 refold inh,7,-2,1,-1,2,5,5,1
IEC-6 cytotox,10,-2,6,-5,4,-5,3,1
GSK3beta inhib,5,0,.,1,1,1,3,1
AI-2 QS mod,6,14,.,6,21,-1,7,22
HSF1 inh,36,-5,.,4,-4,3,.,11
KLF5 inhibitor,-46,-8,-64,-29,-3,-25,-9,-94
aSyn 5UTR inh,-29,15,.,20,2,-6,.,-89
HSF1 activator,45,-6,.,15,-9,14,.,6
GSK3 alpha inh,-1,0,-3,0,0,2,-2,1

#41 COc1ccc(NC(=S)Nc2ncccc2C)c(OC)c1
#42 CC(=O)Oc1ccc(C(=O)O)c(OC(C)=O)c1
#43 Cc1ccc(S(=O)(=O)c2c(N)n(Cc3ccco3)c3nc4ccccc4nc23)cc1C
#44 COC(=O)[C@@]1(Cc2ccc(F)cc2)[C@H]2c3cc(C(=O)N(C)C)n(Cc4nc5ccccc5[nH]4)c3C[C@H]2CN1C(=O)c1ccccc1
#45 CC(C)OC(=O)c1ccccc1C(=O)c1ccc(N)c([N+](=O)[O-])c1
#46 O=C(NCCSCc1ccccc1)c1ccc(F)cc1
#47 COc1ccc(C(=O)Nc2ncccc2C)cc1S(=O)(=O)N1CCCc2ccccc21
#48 CCn1c(SCC(=O)NNC(=O)c2ccc(OC)cc2)nnc1-c1cccnc1
Assay by compound,41,42,43,44,45,46,47,48
PolyA inhibitor,i,i,i,.,i,i,i,i
HSP90 refold inh,-2,-1,5,-2,4,0,.,-2
IEC-6 cytotox,-3,-4,-2,-4,-2,2,.,2
GSK3beta inhib,-1,-2,0,.,-2,-1,-2,2
AI-2 QS mod,28,49,7,.,-2,14,6,16
HSF1 inh,6,-5,50,.,3,-1,-4,4
KLF5 inhibitor,-62,-18,-13,-5,0,-4,.,-6
aSyn 5UTR inh,-93,-4,-12,.,4,-21,16,-21
HSF1 activator,14,0,73*,.,7,6,1,9
GSK3 alpha inh,-3,-6,1,0,2,1,0,-2

Next part, overlapping the part above by four compounds.
#45 CC(C)OC(=O)c1ccccc1C(=O)c1ccc(N)c([N+](=O)[O-])c1
#46 O=C(NCCSCc1ccccc1)c1ccc(F)cc1
#47 COc1ccc(C(=O)Nc2ncccc2C)cc1S(=O)(=O)N1CCCc2ccccc21
#48 CCn1c(SCC(=O)NNC(=O)c2ccc(OC)cc2)nnc1-c1cccnc1
#49 Clc1ccc(OCCCc2nc(-c3cccnc3)no2)c(Cl)c1
#50 Cc1ccc2c(=O)[nH]c(Cc3ccccc3C(=O)O)nc2c1
#51 Cc1ccc(C)c(NC(=S)N2CCN(S(=O)(=O)c3ccccc3)CC2)c1
#52 Cc1cccc(NC(=O)c2cccc(N3C(=O)C4C5C=CC(C6CC56)C4C3=O)c2)c1 (stereo unspecified)
#53 Cc1ccc(C(NC(=O)Nc2ccccn2)C(Cl)(Cl)Cl)cc1F (stereo unspecified)
#54 O=C(/C=C/c1ccc(Cl)cc1Cl)NCCSc1ccccc1
#55 CCN(CC(=O)NCc1ccccc1Cl)CC(=O)Nc1c(F)cccc1F
#56 COCCCNC(=O)c1cc2c(=O)n3cc(C)ccc3nc2nc1NCC1CCCO1 (stereo unspecified)
#57 CC(=O)c1c(C)[nH]c(C(=O)COc2ccc(C#N)cc2)c1C
#58 C=CCN(C(=O)c1csnn1)C(C(=O)NCc1ccccc1)c1ccccc1F (stereo unspecified)
Assay by compound,45,46,47,48,49,50,51,52,53,54,55,56,57,58
PolyA inhibitor,i,i,i,i,i,i,i,i,i,i,i,i,i,i
HSP90 refold inh,4,0,.,-2,4,-5,-4,-2,5,1,0,0,-1,-1
IEC-6 cytotox,-2,2,.,2,2,12,5,4,-3,-3,-5,-2,4,3
GSK3beta inhib,-2,-1,-2,2,3,-2,2,0,-3,3,-3,3,2,-5
AI-2 QS mod,-2,14,6,16,-53,12,19,15,22,4,14,15,17,1
HSF1 inh,3,-1,-4,4,9,-23,5,4,2,12,3,-9,2,0
KLF5 inhibitor,0,-4,.,-6,8,-16,-2,3,17,6,21,-34,-5,0
aSyn 5UTR inh,4,-21,16,-21,10,6,22,-9,7,-9,-1,-5,1,-2
HSF1 activator,7,6,1,9,11,-25,39,-11,13,9,6,0,0,-10
GSK3 alpha inh,2,1,0,-2,0,-5,1,0,0,-2,-1,0,-3,0

Assay outcomes as filed in PubChem.
